Screening results as filed in PubChem.
CHRM5 PAM: potentiates acetylcholine response at human M5 receptor; CHO-K1 hM5, Fluo-8 calcium, ACh EC20 PAM; 0% = ACh EC20, 100% = ACh EC100; AID 624038; 0.3% of 360,000 active; P08912; activation, % at 3 µM;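 active means activation above the run cutoff, the mean activation of all test compounds plus 3 SD, cut at about 18% in these data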
Target sequence (P08912 whole entry, looked up): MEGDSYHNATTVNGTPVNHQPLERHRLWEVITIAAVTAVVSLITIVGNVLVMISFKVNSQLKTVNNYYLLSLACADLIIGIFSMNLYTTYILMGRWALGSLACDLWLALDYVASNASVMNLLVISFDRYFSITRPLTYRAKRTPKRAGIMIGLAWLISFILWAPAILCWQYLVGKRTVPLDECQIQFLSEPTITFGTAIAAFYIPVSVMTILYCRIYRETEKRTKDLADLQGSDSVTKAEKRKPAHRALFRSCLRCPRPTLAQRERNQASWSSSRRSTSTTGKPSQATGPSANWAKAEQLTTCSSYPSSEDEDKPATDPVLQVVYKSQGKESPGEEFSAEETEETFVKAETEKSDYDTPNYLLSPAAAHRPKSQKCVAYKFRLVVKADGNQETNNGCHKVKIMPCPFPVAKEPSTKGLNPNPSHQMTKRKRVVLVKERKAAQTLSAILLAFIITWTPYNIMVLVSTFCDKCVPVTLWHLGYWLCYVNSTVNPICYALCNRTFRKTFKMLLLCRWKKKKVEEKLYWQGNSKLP
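Test system: CHO-K1 hM5 cells / Doses: single-point, 3 µM nominal / Times: Post-acetylcholine fluorescence recording 140 s / Technique: Fluo-8 calcium fluorescence / Measure: Max/basal fluorescence ratio as % of EC20–EC100 ACh window / Benchmarks: low control EC20 acetylcholine (0%), high control EC100 acetylcholine (100%) / Replicates: one well per compound, no replicates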
M4 ag: agonists of human muscarinic M4 receptor (CHRM4); CHO-K1 hM4/Gqi5, Fluo-8 calcium fluorescence; vehicle 0%, full acetylcholine response 100%; 0.14% of 360,000 active; AID 624127; P08173; activation, % at 3 µM;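 active means activation above the run mean over all test wells plus 3 SD, cut at about 32% in these data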;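 further: peak over basal fluorescence ratio per well then scaled between controls; 0% = DMSO wells and 100% = acetylcholine at EC100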
Target sequence (P08173 whole entry, looked up): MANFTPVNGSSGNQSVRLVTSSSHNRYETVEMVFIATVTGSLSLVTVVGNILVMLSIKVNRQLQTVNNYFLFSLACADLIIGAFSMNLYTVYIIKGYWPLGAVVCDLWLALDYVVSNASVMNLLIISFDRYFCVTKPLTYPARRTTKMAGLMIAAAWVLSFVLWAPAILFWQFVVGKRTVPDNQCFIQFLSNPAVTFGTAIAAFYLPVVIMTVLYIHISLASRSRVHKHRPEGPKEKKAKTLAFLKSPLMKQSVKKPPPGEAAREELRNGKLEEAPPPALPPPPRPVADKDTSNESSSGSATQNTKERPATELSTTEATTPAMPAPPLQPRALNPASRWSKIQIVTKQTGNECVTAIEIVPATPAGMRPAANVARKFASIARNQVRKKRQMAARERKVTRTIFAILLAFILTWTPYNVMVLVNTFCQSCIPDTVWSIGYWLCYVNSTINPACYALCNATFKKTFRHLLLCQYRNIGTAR
CHRM4 antagonist: blocks acetylcholine activation of human M4 receptor. P08173. CHO-hM4 cells, ACh EC80, Fluo-8 calcium fluorescence. inhibition, % at 3 µM. 0.73% of 360,000 active;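 active means inhibition above its plate's cutoff, the mean inhibition of sample wells plus 3 SD, cut at about 27% in these data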;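 further: 0% = acetylcholine EC80 with DMSO and 100% = DMSO without agonist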
CHRM4 PAM: potentiates acetylcholine response at human M4 receptor; CHO-K1 hM4/Gqi5, Fluo-8 calcium fluorescence, ACh EC20; 0% = ACh EC20, 100% = maximal ACh; P08173; activation, % at 3 µM; 0.4% of 360,000 active;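 active means activation above its plate's cutoff, the mean activation of sample wells plus 3 SD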; further: some results filed as inactive read as strong as hits
CHRM5 agonist: CHRM5 agonism in calcium assay; AID 624037; P08912; activation, % at 3 µM; CHO-K1 hM5 cells, Fluo-8 calcium fluorescence; 0% DMSO wells, 100% maximal acetylcholine response; 0.19% of 360,000 active;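 active means activation above the run's mean over test compounds plus 3 SD, cut at about 23% in these data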;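 further: signal is peak over basal fluorescence ratio across the kinetic read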
CRFR2-BP antag: antagonists of CRF-binding protein/CRF-R2 receptor complex; HEK293 CRF-R2/CRF-BP, CRF-induced calcium fluorescence; inhibition, % at 11.8 µM; 0.59% of 350,000 active;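 active means inhibition of the ligand-induced calcium signal above about 50% at the single tested concentration, limit read from the data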
CHRM5 antagonist: blocks acetylcholine activation of human M5 receptor; AID 624040; 0.59% of 360,000 active; CHO-hM5 cells, Fluo-8 calcium fluorescence, ACh EC80; P08912; inhibition, % at 3 µM;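 active means inhibition above a per-plate cutoff, the mean of that plate's test compounds plus 3 SD, cut at about 27% in these data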;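 further: 0% = acetylcholine EC80 with DMSO and 100% = DMSO without agonist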
IDE inh: inhibitors of human insulin-degrading enzyme in cells; 0.41% of 320,000 active; AID 434962; HEK cells, FAbetaB cleavage, fluorescence polarization; P14735; inhibition, % at 5.59 µM;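 active means percent inhibition above the average of all tested compounds plus 3 SD, set per screening campaign, cut at about 16% in these data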;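 further: IDE supplied by intact live HEK cells; FP after avidin binding of uncleaved biotin substrate so inhibition keeps polarization high; 0% = DMSO wells and 100% = 60 µM reference IDE inhibitor Ii1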
CRFR2-BP ag: CRF-BP/CRF-R2 complex agonism; activation, % at 13.2 µM; 0.46% of 350,000 active; HEK293 CRF-R2/CRF-BP, calcium dye fluorescence (FLIPR); percent of saturating CRF peptide response;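 active means activation of at least 50%, plus an integration ratio under a set limit after plate pattern correction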;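 further: plate controls were neutral control wells without compound for no effect and CRF at EC100 for full effect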
An asterisk follows results filed as active; . = no result given. Rows were taken by chance (roughly 2.9% active in at least one column).

SMILES	CHRM5 PAM	M4 ag	CHRM4 antagonist	CHRM4 PAM	CHRM5 agonist	CRFR2-BP antag	CHRM5 antagonist	IDE inh	CRFR2-BP ag
O=C(c1ccccc1Cl)N1CCn2c1nc1ccccc12	0.9	-0.5	-2.6	1.6	-0.8	11.3	3.8	-3.8	-2.8
C[C@H]1CN([C@@H](C)CO)C(=O)c2cc(NC(=O)CCN3CCOCC3)ccc2O[C@H]1CN(C)C(=O)Nc1ccc(F)cc1	12.9	-0.1	-5.6	9.5	2.4	-5.6	3.7	-2.6	1.9
CCc1nc2ccc(C(=O)Nc3cccc(C(C)=O)c3)cc2nc1CC	-2.0	4.1	6.4	-4.8	1.3	5.9	-1.6	1.3	1.2
COc1ccccc1-c1cnc(C(O)c2cccc(F)c2)[nH]1 (stereo unspecified)	-0.6	0.1	10.1	1.1	0.4	.	7.7	.	.
CCOc1ccc(C(C)=O)cc1COC(=O)C(C)N=C1NS(=O)(=O)c2ccccc21 (stereo unspecified)	-4.1	4.6	-8.4	7.2	-0.6	-8.7	1.5	2.2	-0.3
Cc1oc2ccc(OC(C(=O)O)c3ccccc3)cc2c1C(=O)O (stereo unspecified)	-8.9	7.5	-2.5	0.0	1.0	7.1	4.0	8.4	-2.2
Cc1ccc(CNC(=O)c2cc(=O)c3cc(C)ccc3o2)cc1	-2.7	2.7	0.7	-0.1	0.6	-11.2	1.5	3.1	-4.9
CC1(C)c2ccccc2N2CC(=O)NC21/C=C/c1ccco1 (stereo unspecified)	-7.8	1.2	9.9	0.3	-4.0	24.5	2.9	2.8	-0.3
Cc1ccc(NC(=O)Cn2nc(C(F)(F)F)c3c2CCC3)cc1	-4.9	-1.0	-5.1	4.2	-4.7	11.8	8.5	-0.6	-0.3
Cc1ccc(C(=O)N/C(=C\c2cn(-c3ccccc3)nc2-c2ccccc2)C(=O)N2CCOCC2)cc1	-6.9	1.9	6.0	-4.5	1.3	-37.0	0.3	-0.8	-1.2
CC(C)c1nnc(NC(=O)C2CCCN(C(=O)Nc3ccc(F)cc3)C2)s1 (stereo unspecified)	-2.7	1.3	3.2	-0.1	-3.2	-3.9	12.5	0.1	0.2
COC(=O)C1=C(c2ccc(OC)cc2)OC(=O)C1(C)C	16.1	0.3	-9.9	16.1	-1.2	-8.2	-1.5	-4.4	-0.7
O=C(OCC(=O)N1CCc2ccccc2C1)c1ccc(Cl)c([N+](=O)[O-])c1	-11.3	1.1	10.6	-8.5	-5.1	-3.3	14.8	-2.9	-0.1
COc1cccc(NC(=O)CN(C)C(=O)Cc2c(C)nc3ccccc3c2C)c1	1.3	1.4	13.6	-1.0	-0.1	-12.9	10.7	-2.9	-0.4
CCCC(C)C(=O)Nc1nc(C)c(-c2csc(Nc3ccccc3OC)n2)s1 (stereo unspecified)	-2.9	-0.8	-7.0	7.2	0.2	-14.2	3.2	5.5	-1.0
Cc1cccc(NC(=S)NCc2ccco2)c1C	-2.9	0.7	-6.5	3.6	-4.8	0.8	11.6	3.2	1.2
COc1ccccc1NC(=O)/C(C#N)=C/C=C/c1ccco1	-1.5	0.1	-4.3	-0.8	2.9	-7.9	-1.6	3.3	8.5
Cc1ccc(C)c(N2CCN(C(=O)CCc3nc(-c4ccccc4Cl)no3)CC2)c1	-6.8	11.1	-4.8	-11.1	2.3	0.2	0.2	.	1.7
Cc1ccc(S(=O)(=O)/N=C(/Nc2ccccc2C)c2ccccc2)cc1	6.6	0.2	-0.4	6.5	0.0	2.1	8.7	-3.1	-0.8
Cc1ccc(SC2CC(=O)N(c3ccc4c(c3)OCCO4)C2=O)cc1 (stereo unspecified)	1.8	3.0	-9.7	5.6	-9.6	-5.5	-4.6	-0.1	0.8
CC(=O)Nc1ccc(S(=O)(=O)Nc2nc3ccc(C)cc3s2)cc1	-1.5	0.9	10.1	-3.8	-0.5	-5.8	0.3	-5.8	-0.2
COc1c(F)c(F)c(C(=O)Nc2ccc3oc(-c4ccncc4)nc3c2)c(F)c1F	-0.8	2.6	5.2	0.8	-1.9	-9.3	12.2	2.2	2.8
CC(C)c1cc(C(C)C)n2nc(N)nc2n1	3.1	1.0	-2.8	1.3	0.0	24.4	-1.7	-4.0	-2.0
CCOC(=O)CCc1c(C)c2ccc(OCC(=O)N(CC)CC)c(C)c2oc1=O	-5.6	-1.5	35.7*	-15.3	2.4	-9.5	5.7	-1.5	3.4
CN1CCN(C(=O)CCc2nnc3ccc(N4CCC5(CC4)OCCO5)nn23)CC1	-4.6	0.5	3.4	-2.6	-1.4	-3.1	4.6	5.0	-0.3
CCN(C[C@H]1N[C@@](CC)(C(=O)OC)[C@H]2C(=O)N(C)C(=O)[C@@H]12)C(=O)COc1ccccc1	-1.4	-0.5	-10.6	8.2	-1.5	-3.6	-2.0	-3.2	-1.4
CCCCC(=O)Nc1ccc2c(c1)nc(CCN1CCN(c3ccccn3)CC1)n2C	-2.0	3.0	18.8	-11.8	-6.8	3.2	-2.3	3.1	-0.8
CCc1nccn1CCC(=O)NC1CC(C)(C)Cc2c1cnn2-c1cccc(F)c1 (stereo unspecified)	-3.9	2.2	-4.8	-0.3	-5.1	7.2	5.9	-2.2	-0.6
COc1ccc(S(=O)(=O)N(C)C)cc1NC(=O)CSc1nc(N)cc(N)n1	-7.0	1.3	18.0	13.3	1.2	0.3	11.8	7.1	0.1
CCc1cc(C(=O)COc2ccc(F)cc2)c(O)cc1O	-5.0	0.9	4.7	-7.1	-6.4	26.3	11.7	4.7	3.6
CCC(=O)Nc1nnc(SCC(=O)Nc2ccc3c(c2)OCO3)s1	-0.6	2.2	-2.8	2.3	-3.5	3.4	7.4	-3.6	-2.8
CCOC(=O)CCC(=O)Nc1ccc(S(=O)(=O)N2CCCCC2)cc1	-0.1	2.3	-0.9	-3.6	-5.9	-10.8	4.2	1.1	0.8
CCOc1ccc(S(=O)(=O)Nc2cccc(C(=O)N(C)CC(=O)Nc3cccc(OC)c3)c2)cc1	-1.7	1.4	-3.8	-2.2	3.5	-4.1	2.6	0.5	0.2
COC(=O)c1ccc(N)c(CS(=O)(=O)c2ccc(Cl)cc2)c1	-0.8	0.5	2.6	1.7	-5.2	-5.9	7.0	-0.5	-0.8
COC(=O)C(NC(=O)c1ccco1)(Nc1nc(C)cs1)C(F)(F)F (stereo unspecified)	5.1	0.2	-0.8	1.1	0.9	4.5	6.2	-6.7	-1.2
COC(=O)c1ccc(Sc2ccc(C)cc2)c(N)c1	-8.4	-2.4	1.2	1.9	-4.7	19.8	1.7	3.7	-0.5

Entries of single compounds from above. Values in the order: CHRM5 PAM	M4 ag	CHRM4 antagonist	CHRM4 PAM	CHRM5 agonist	CRFR2-BP antag	CHRM5 antagonist	IDE inh	CRFR2-BP ag
COc1ccc(S(=O)(=O)N(C)C)cc1NC(=O)CSc1nc(N)cc(N)n1 reads -7.0	1.3	18.0	13.3	1.2	0.3	11.8	7.1	0.1
CCC(=O)Nc1nnc(SCC(=O)Nc2ccc3c(c2)OCO3)s1 reads -0.6	2.2	-2.8	2.3	-3.5	3.4	7.4	-3.6	-2.8
CCc1cc(C(=O)COc2ccc(F)cc2)c(O)cc1O reads -5.0	0.9	4.7	-7.1	-6.4	26.3	11.7	4.7	3.6

Other entries:
SMILES	CHRM5 PAM	M4 ag	CHRM4 antagonist	CHRM4 PAM	CHRM5 agonist	CRFR2-BP antag	CHRM5 antagonist	IDE inh	CRFR2-BP ag
CC(=O)N1CCc2cc(S(=O)(=O)CCC(=O)N(C)Cc3ccco3)ccc21	3.3	1.4	-10.4	-0.5	1.0	-13.5	-10.5	2.1	-1.5
Cc1ccc(NC(=O)CSc2nnc(-c3ccccn3)n2N)c(Br)c1	7.3	-0.4	-2.9	1.6	-1.0	-2.1	0.0	15.2	1.1
CSCCC(NC(=O)COc1ccccc1)C(=O)OCCOc1ccc(Br)cc1 (stereo unspecified)	-7.1	5.9	-21.6	6.8	-0.6	1.6	1.1	-2.4	6.8
O=C(NCc1ccccc1)c1cncc(Br)c1	-0.7	0.5	-0.5	-6.8	-1.9	18.9	-5.9	-1.0	-0.3
COc1ccc(S(=O)(=O)CCC(=O)N(C)c2ccc(OC)cc2OC)cc1	9.7	1.5	-11.6	10.9	-1.8	10.8	-5.7	-7.3	4.7
Cc1cc(C)cc(N(CC(=O)NCc2ccc(F)cc2)C(=O)c2snc(C(N)=O)c2N)c1	3.0	3.9	-13.9	1.7	10.3	-28.6	-5.5	-0.7	1.1
COC(=O)C(C(=O)Nc1ccc(OC)cc1)C1CCCCCC1 (stereo unspecified)	7.8	0.2	-1.5	8.6	-6.1	-6.2	-8.7	3.6	-2.2
Oc1ccc(C[C@H]2CNCCN2CCCCC2CCCCC2)cc1	-0.2	8.7	20.2	6.7	0.3	-9.5	12.3	1.8	-0.2
CS(=O)(=O)N(CC(=O)NCCSCc1ccco1)c1ccc(Cl)cc1	0.3	0.6	5.9	-2.3	-1.5	2.4	5.5	5.0	0.2
C=CCNC(=O)/C(C#N)=C/c1ccc(C(=O)O)cc1	7.4	1.5	11.4	-2.1	0.3	-15.4	5.3	-0.1	-1.0
Cc1ccc(-n2c(SCC(=O)Nc3cccc(S(=O)(=O)NC4=NCCCCC4)c3)nc3ccccc3c2=O)cc1C	-2.9	1.8	-14.3	-0.2	-5.3	29.6	-3.8	-0.1	3.1
O=[N+]([O-])c1cc(S(=O)(=O)Nc2cccc(Cl)c2)ccc1N=Nc1c(O)[nH]c2ccccc12	4.2	0.9	6.3	-2.7	-2.0	21.3	-9.9	-0.2	0.0
CCc1c(C)nc2c(OC)cccc2c1Cl	-3.4	-0.2	-23.8	10.7	0.8	-13.9	3.6	-4.0	-0.8
COc1ccc(S(=O)(=O)N2CCOC23CCN(S(C)(=O)=O)CC3)cc1	-1.9	0.2	-8.9	-2.8	-1.7	1.0	-3.4	8.0	-1.9
COc1cc(OC)cc(-c2nnc(SCC(=O)NCc3cccs3)o2)c1	-7.3	0.6	-3.7	11.7	2.4	5.2	3.1	-2.1	-0.9
CCOc1ccc(N(CC(=O)NCCSCc2ccco2)S(=O)(=O)c2ccc(F)cc2)cc1	-2.7	0.6	-1.3	-0.3	-6.7	3.6	5.6	-0.4	1.1
COc1cccc(C2C3=C(CC(C)(C)CC3=O)Nc3n[nH]c(C)c32)c1 (stereo unspecified)	1.1	2.8	-0.6	-4.6	0.1	-4.8	4.1	3.4	-0.9
COc1ccccc1C1C=C(c2ccc(C)cc2)Nc2nnnn21 (stereo unspecified)	1.5	0.6	-4.7	-0.6	-4.1	-8.1	6.7	0.7	26.5
COc1ccc(NC(=O)N2CCCC2C(=O)NC23CC4CC(CC(C4)C2)C3)cc1 (stereo unspecified)	0.4	0.9	-23.9	10.7	-2.5	-4.5	11.1	2.0	-0.8
CCO[C@H]1OC(C(=O)O)=C[C@@H](C(C)(C)C)[C@@H]1CCCO	11.8	1.1	-8.8	2.7	0.8	8.9	0.6	-0.6	0.4
O=C(Nc1ccccc1)c1cc(S(=O)(=O)NCc2ccncc2)ccc1Cl	-11.2	14.7	0.0	-3.6	1.2	3.0	10.3	-3.4	0.9
